Screens (PubChem BioAssay)
H69AR inhibit: blocks growth of human H69AR lung tumor cells. H69AR lung tumor viability, ATP luminescence, 72 h; hits give low values. viability, % at 10 µM. 6% of 85,000 active;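 active = viability at or below 40%; inactive = viability above 40%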;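 note: multidrug resistant small cell line overexpressing MRP-1 efflux transporter; 100% = mean luminescence of untreated control wells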
Smad3 inh: inhibitors of human Smad3 transcription factor binding | TR-FRET Smad3/Dy647-FoxH1 peptide binding, europium anti-His | 0.29% of 88,000 active | AID 630 | P84022 | inhibition, % at 25 µM;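 active = compounds that reduce the energy-transfer binding signal between the protein and its labelled peptide by more than half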;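 note: 0% = Smad3 plus labelled peptide maximal FRET and 100% = peptide-only background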
PTK2B oligo ant: Pyk2 (human) oligomerization antagonism; 0.83% of 99,000 active; z-score (the deposit names both 25 µM and 10 µM); Q293 cells, Pyk2 FERM NanoBiT luminescence; hits give low values;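 active = Z-score of -3 or lower, scaled per plate to the spread of control and sample wells; inactive = z-score above -3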;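 note: negative z-score means lost luminescence so less FERM oligomerization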
Target sequence (Q14289 whole entry, looked up): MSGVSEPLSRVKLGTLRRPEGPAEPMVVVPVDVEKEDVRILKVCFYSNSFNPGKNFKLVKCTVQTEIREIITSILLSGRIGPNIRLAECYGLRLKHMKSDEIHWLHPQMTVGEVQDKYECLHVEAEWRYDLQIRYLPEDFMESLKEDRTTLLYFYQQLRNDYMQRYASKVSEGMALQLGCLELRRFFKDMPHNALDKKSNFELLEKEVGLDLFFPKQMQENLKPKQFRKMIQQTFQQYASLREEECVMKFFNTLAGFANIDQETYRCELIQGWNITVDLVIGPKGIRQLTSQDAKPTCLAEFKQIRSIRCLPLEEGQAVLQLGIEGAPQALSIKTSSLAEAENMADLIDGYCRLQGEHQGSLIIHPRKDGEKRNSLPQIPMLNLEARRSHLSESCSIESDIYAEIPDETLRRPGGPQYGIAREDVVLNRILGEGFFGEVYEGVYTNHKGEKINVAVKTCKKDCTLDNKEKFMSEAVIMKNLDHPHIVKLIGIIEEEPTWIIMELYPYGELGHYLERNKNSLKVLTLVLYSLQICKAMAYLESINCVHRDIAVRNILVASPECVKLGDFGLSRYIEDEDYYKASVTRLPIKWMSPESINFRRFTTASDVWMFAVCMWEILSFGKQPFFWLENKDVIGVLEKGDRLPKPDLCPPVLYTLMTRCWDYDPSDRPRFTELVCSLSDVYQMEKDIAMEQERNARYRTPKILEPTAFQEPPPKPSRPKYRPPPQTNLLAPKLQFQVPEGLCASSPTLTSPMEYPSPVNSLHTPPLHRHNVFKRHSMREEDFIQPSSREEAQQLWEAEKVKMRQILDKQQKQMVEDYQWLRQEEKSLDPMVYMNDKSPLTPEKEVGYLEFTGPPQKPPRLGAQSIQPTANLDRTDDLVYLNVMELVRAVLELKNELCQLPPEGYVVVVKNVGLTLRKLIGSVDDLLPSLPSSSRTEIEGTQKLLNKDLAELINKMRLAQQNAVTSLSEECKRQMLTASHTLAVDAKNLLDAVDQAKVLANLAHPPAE
Lung fibro prol: blocks proliferation of human lung fibroblasts. LL 47 human lung fibroblast viability, ATP luminescence; hits give low values. 1.1% of 85,000 active. viability, % at 10 µM;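 active = viability at or below 50% in the single dose screen; inactive = viability above 50%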;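 note: compound exposure lasted 72 h before the ATP readout; 100% = median luminescence of untreated cell-only wells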
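Assay system: human lung fibroblast line LL 47, low passage. Input: 1,150 fibroblasts seeded per well. Times: overnight cell rest, 72 h compound treatment at 37 °C. Evaluation: % viability of median cell-only signal. Technique: luminescent ATP detection, CellTiter-Glo. Control set: cell-only wells, no compound.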
TNFa cytotox: HUVEC cytotoxicity counter-screen, TNF alpha stimulated | HUVEC TNFalpha-stimulated, Hoechst cell count, imaging | cell count reduction, % at 2 µM | 0.17% of 93,000 active | AID 848;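 active = cell count reduction exceeding the screen mean by over 5 SD, scaled to untreated wells per plate, cut at about 78% in these data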;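 note: cells counted after 24 h of TNF alpha exposure following the 1 h pretreatment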
VCAM1 TNFa inh: reduces TNF alpha induced VCAM1 expression in HUVEC; inhibition, % at 2 µM; 0.48% of 95,000 active; AID 802; HUVEC TNFa-induced VCAM-1 immunofluorescence, high-content imaging;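 active = inhibition above the batch mean plus 3 SD, with images confirmed as a hit by eye, cut at about 37% in these data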;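 note: 0% = TNF-stimulated DMSO wells and 100% = unstimulated control wells; not every result past the cut was called active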
cytoskel mod: cytoskeleton assembly modification | HUVEC TNFa F-actin phalloidin imaging, high content | inhibition, % at 2 µM | 0.18% of 91,000 active;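 active = inhibition above the batch mean plus 3 SD and confirmed as a hit by visual image inspection, cut at about 30% in these data, passing the limit was not always enough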; note: strong numbers were not always called active
IL1B cytotox: HUVEC cytotoxicity counter-screen, IL-1B stimulated. HUVEC cell count loss, Hoechst imaging. cell count reduction, % at 2 µM. 0.41% of 94,000 active. AID 845;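 active = cell count reduction more than 3 SD above the screen-wide mean, cut at about 70% in these data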;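 note: normalized per plate to untreated control cells as the no-loss baseline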
HUVEC inhibit: blocks proliferation of human endothelial cells; 1.1% of 86,000 active; AID 648; HUVEC proliferation, CellTiter-Glo luminescence, 72 h; hits give low values; viability, % at 10 µM (by protocol);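 active = viability at or below 30%; inactive = viability above 30%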;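 note: 100% = median luminescence of DMSO-only cell control wells on each plate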
An asterisk follows results filed as active; . = no result given; [ ] = remark or other dose.

SMILES | H69AR inhibit | Smad3 inh | PTK2B oligo ant | Lung fibro prol | TNFa cytotox | VCAM1 TNFa inh | cytoskel mod | IL1B cytotox | HUVEC inhibit
COc1ccc(-c2noc(CCCOc3ccc(Cl)cc3Cl)n2)cc1 | 94 | 2 | 1.4 | 103 | 3 | -2 | -17 | -11 | 114
COc1cc(OC)c(Nc2cc(C)nc3nc(C)nn23)cc1Cl | 86 | 4 | . | 97 | . | . | . | . | 109
CCOC(=O)c1cnn(-c2cc(C)nc3c(-c4ccc(Cl)cc4)c(C)nn23)c1N | . | . | . | . | -39 | -12 | 14 | 1 | .
COC(=O)c1c(-c2ccncc2)csc1NC(=O)c1ccoc1C | 77 | -9 | 0.04 | 96 | -10 | -4 | 10 | -15 | 57
C=CCn1c(COc2ccccc2)nnc1SCC(=O)Nc1ccc2c(c1)OCCO2 | 82 | -1 | 0.63 | 97 | -2 | -21 | 6 | 0 | 95
Cc1cccc(C)c1OCC(=O)N/N=C/c1ccc2c(c1)OCO2 | . | . | 0.9 | . | -24 | -11 | -24 | 0 | .
Oc1ccc(Cl)cc1-c1cc(-c2ccccc2)n[nH]1 | 4.3* | -4 | . | 77 | -20 | 10 | 17 | 16 | 31
CCC(=O)Nc1nc2ccccc2n1CCN(CC)CC | 85 | -4 | -0.32 | 101 | 8 | 25 | 6 | -8 | 98
Cc1nc(N2CCOCC2)[nH]c(=O)c1CCC(C)C | 97 | -4 | -0.27 | 97 | -34 | 8 | -1 | -14 | 94
Cn1c(=O)c(C(=O)Nc2ncccc2O)c(O)c2ccccc21 | 86 | -4 | -1.2 | 99 | . | . | . | . | 98
COC(=O)c1cn(CC(=O)NCc2ccco2)c2ccccc12 | 94 | -4 | 0.25 | 98 | -33 | -2 | 4 | -7 | 95
CCOC(=O)Nc1cc(C(=O)OCC)c(C)nc1C | 103 | 8 | -0.69 | 101 | . | . | . | . | 110
O=C(Oc1ccc(/C=N/NC(=O)c2ccccc2O)cc1)c1ccccc1 | . | . | -0.39 | . | -30 | -20 | -31 | 16 | .
CCn1c(CC(C)C)n[nH]c1=S | . | . | 0.63 | . | -2 | -7 | . | -28 | .
COc1ccc(CN(C(=O)c2cccs2)c2nccs2)cc1OC | 101 | 1 | -0.8 | 94 | -10 | -7 | 1 | -3 | 95
COc1ccc(NC(=O)c2cccs2)cc1 | 95 | 5 | 0.43 | 97 | -22 | -3 | -2 | -35 | 98
CC(C)CC(=O)Nc1cccc(-c2nc3ccccc3o2)c1 | 74 | -7[fluorescence artefact?] | -1.2 | 102 | -33 | 1 | -9 | -10 | 104
COCC(C)n1c(COc2ccccc2F)nnc1SCc1c(C)noc1C (stereo not drawn) | 96 | 9 | 0.89 | 93 | . | . | . | . | 98
CC1CC(N(C(=O)c2ccco2)c2ccccc2)c2ccccc2N1 (stereo not drawn) | 15* | 5 | -0.58 | 90 | 23 | 10 | -21 | -1 | 65
CN(C)c1ccc(/C=N/NC(=O)CN(c2cccc(Cl)c2)S(C)(=O)=O)cc1Br | . | . | -2.6 | . | -5 | -13 | -3 | 1 | .
CCOc1ccc(OCCCCN2CCCC2)cc1 | 74 | 16 | 1.4 | 93 | -14 | -8 | 2 | . | 91
CCOc1ccc(Nc2oc(-c3ccc(Cl)cc3)nc2C#N)cc1 | 32* | -5 | -0.23 | 42* | 12 | 7 | -22 | -13 | 82
COc1ccc(N2C(=O)CC(Nc3ccc(C)cc3)C2=O)cc1 (stereo not drawn) | . | . | -0.7 | . | -3 | 4 | -6 | 12 | .
Cc1nn(CC(=O)Nc2sc3c(c2C#N)CCC(C(C)(C)C)C3)c(C)c1[N+](=O)[O-] (stereo not drawn) | . | . | 0.9 | . | -27 | -7 | -1 | -32 | .
C=CCc1c(C)nc(C)nc1N/N=C/c1ccc(N(C)C)cc1 | 76 | 7[fluorescence artefact?] | 0.21 | 93 | -4 | -5 | -6 | -5 | 92
Carrying on:
SMILES | H69AR inhibit | Smad3 inh | PTK2B oligo ant | Lung fibro prol | TNFa cytotox | VCAM1 TNFa inh | cytoskel mod | IL1B cytotox | HUVEC inhibit
O=C(CSc1nnc(-c2ccncc2)n1Cc1ccccc1)NCCc1ccccc1 | 73 | -9 | -0.58 | 96 | 2 | 2 | -13 | 0 | 96
CC(NC(=O)Nc1nnc(C(F)(F)F)s1)(C(F)(F)F)C(F)(F)F | 6.2* | -16 | -1.4 | 28* | 8 | -2 | 41 | 10 | 28*
COc1ccccc1OCCn1cc(C#N)c2ccccc21 | 98 | -3 | -0.53 | 101 | -2 | -6 | 6 | -16 | 86
Cc1c(CN(C)C(=O)CSc2nc(-c3ccco3)cc(C(F)(F)F)n2)cnn1C | 80 | 14 | -0.71 | 100 | -4 | -1 | -38 | -161 | 100
CCOc1ccc(S(=O)(=O)Nc2nc3cc(OC)ccc3s2)cc1 | . | . | -1 | . | -5 | -7 | 16 | 10 | .
O=C(N/N=C/c1cccc(C(F)(F)F)c1)C1CCN(c2ncc(C(F)(F)F)cc2Cl)CC1 | . | . | 0.55 | . | 0 | 3 | 21 | -9 | .
O=C1NCCN1C(=O)c1cccc(Cl)c1 | 101 | 14 | 0.19 | 105 | -46 | -6 | -33 | -20 | 84
Cc1cc(NC(=O)c2c(F)cccc2Cl)n(-c2nc3ccccc3[nH]2)n1 | 28* | -7 | -2.3 | 79 | -8 | -8 | -2 | -38 | 59
CC(=O)NCCn1c(SCC(=O)c2ccc(Cl)cc2)nc2ccccc2c1=O | 90 | 1 | -0.89 | 110 | 8 | 28 | -1 | 4 | 88
CO/N=C/c1ccc(N2CCN(C(=O)c3ccc(Cl)cc3Cl)CC2)c([N+](=O)[O-])c1 | . | . | -0.32 | . | -4 | 1 | -1 | 1 | .
CC(=O)N(CCCCN1C(=O)c2ccccc2C1=O)c1ccc(C)cc1 | 96 | 6 | -0.63 | 101 | 1 | 1 | -24 | 0 | 92
O=C(NC(Cc1ccccc1)C(=O)NCc1ccccn1)c1ccco1 (stereo not drawn) | 97 | -4 | 0.16 | 101 | 2 | 10 | -6 | -187 | 103
Cc1ccc(CCNC(=O)CCNS(=O)(=O)c2ccc3c(c2)c(=O)n(C)c(=O)n3C)cc1 | . | . | -0.08 | . | 18 | 1 | -19 | 8 | .
CCC(=O)Nc1nc2nc(-c3ccccc3)cc(-c3ccccc3)n2n1 | . | . | -1.4 | . | -13 | -3 | 2 | -11 | .
COc1ccc(-c2ccc(-c3noc(-c4ccccc4C)n3)c(OC)n2)cc1 | 102 | 0 | 0.37 | 103 | 19 | 11 | 3 | -3 | 99
O=C(c1ccc(COc2ccc3ccccc3c2)o1)N1N=C(C(F)F)CC1(O)C(F)F (stereo not drawn) | . | . | -0.13 | . | -6 | -5 | -12 | -5 | .
CCCCn1c(Cl)nc2c1c(=O)n(C)c(=O)n2C | 86 | 3 | -0.05 | 97 | -29 | 0 | 6 | -8 | 84
O=C(CCCCn1c(=O)c2ccccc2n(Cc2ccc(Cl)cc2)c1=O)NCc1ccco1 | 16* | 6[fluorescence artefact?] | -1.4 | 54 | -3 | -8 | 4 | -4 | 52
O=C1CCCc2c1[nH]c1ccc(Br)cc21 | 91 | -6 | -1.6 | 106 | . | . | . | . | 16*
CCOc1ccc(C(=O)N2CCN(C(=O)c3ccco3)CC2)cc1OCC | 94 | 12[fluorescence artefact?] | 0.01 | 98 | -12 | 6 | 16 | -10 | 96
COCCOCC(O)CN1CCN(c2ccccc2)CC1 (stereo not drawn) | 93 | 5 | -0.54 | 98 | -23 | 14 | 8 | -5 | 94
Cc1cccc2c(=O)oc(-c3ccc4c(c3)C(=O)N(CC3CCCO3)C4=O)nc12 (stereo not drawn) | 104 | -3 | . | 93 | -5 | 0 | -17 | -4 | 97
CCN(CC(=O)NCCc1ccccc1)S(=O)(=O)c1ccc(Br)cc1 | . | . | 0.53 | . | -5 | 14 | 8 | -8 | .
CCn1nccc1C(=O)NC1=C(C#N)CCC1 | 90 | 9[fluorescence artefact?] | 0.25 | 104 | 14 | 17 | -8 | -17 | 92
O=C(Nc1ccc(N2CCOCC2)cc1)Nc1ccc2nc(-c3ccco3)c(-c3ccco3)nc2c1 | 9.5* | 4 | -1.6 | 100 | 0 | 15 | -30 | 6 | 22*

Brought forward from above: three compounds, followed by the next part.
SMILES | H69AR inhibit | Smad3 inh | PTK2B oligo ant | Lung fibro prol | TNFa cytotox | VCAM1 TNFa inh | cytoskel mod | IL1B cytotox | HUVEC inhibit
CCN(CC(=O)NCCc1ccccc1)S(=O)(=O)c1ccc(Br)cc1 | . | . | 0.53 | . | -5 | 14 | 8 | -8 | .
CCn1nccc1C(=O)NC1=C(C#N)CCC1 | 90 | 9[fluorescence artefact?] | 0.25 | 104 | 14 | 17 | -8 | -17 | 92
O=C(Nc1ccc(N2CCOCC2)cc1)Nc1ccc2nc(-c3ccco3)c(-c3ccco3)nc2c1 | 9.5* | 4 | -1.6 | 100 | 0 | 15 | -30 | 6 | 22*
O=S(=O)(c1cccc2cccnc12)N1CCOCC1 | 98 | -19 | -0.52 | 98 | -15 | -4 | 3 | 2 | 96
COc1ccc(Br)cc1-c1nc(C)c(C(C)=O)n1O | 100 | 0 | 0.2 | 93 | 0 | -8 | -6 | -1 | 89
O=c1c2ccccc2nc(/C=C/c2ccc([N+](=O)[O-])o2)n1CCCO | . | . | -0.47 | . | 10 | 58* | 1 | -9 | .
O=C(Nc1ccc(Br)cc1F)c1sccc1-n1cccc1 | 86 | -10 | -0.59 | 90 | 2 | -10 | -4 | 7 | 90
Cc1ccc(Cn2ncc3c(N4CCN(Cc5ccc(Cl)cc5)CC4)ncnc32)cc1 | 76 | 0 | 0.3 | 92 | -51 | 5 | 3 | -64 | 87
Cc1sc(-c2ccncc2)nc1OC(=O)c1ccc(Cl)cc1 | 102 | -5 | 0.48 | 105 | -3 | 3 | 11 | -8 | 91
Cc1ccccc1C(=O)NC1CCN(Cc2nnnn2C2CCCC2)CC1 | 90 | -3 | 0.24 | 96 | 6 | 6 | 3 | -18 | 90

Molecules listed so far that have a nitro group on carbon (three):
SMILES | H69AR inhibit | Smad3 inh | PTK2B oligo ant | Lung fibro prol | TNFa cytotox | VCAM1 TNFa inh | cytoskel mod | IL1B cytotox | HUVEC inhibit
Cc1nn(CC(=O)Nc2sc3c(c2C#N)CCC(C(C)(C)C)C3)c(C)c1[N+](=O)[O-] (stereo not drawn) | . | . | 0.9 | . | -27 | -7 | -1 | -32 | .
CO/N=C/c1ccc(N2CCN(C(=O)c3ccc(Cl)cc3Cl)CC2)c([N+](=O)[O-])c1 | . | . | -0.32 | . | -4 | 1 | -1 | 1 | .
O=c1c2ccccc2nc(/C=C/c2ccc([N+](=O)[O-])o2)n1CCCO | . | . | -0.47 | . | 10 | 58* | 1 | -9 | .

Only part of the results is shown (hit frequency here may not be typical).
